ALOX12 inh: inhibitors of human 12S-lipoxygenase ALOX12. purified 12hLO, xylenol orange hydroperoxide absorbance. Potency, µM (highest dose often 108 µM), inactives show at the top dose activity change, negative = inhibition, hits mostly inhibitors. 580,000 compounds, 1.1% hits; active = well fitted inhibition curve with a large enough effect; inconclusive = small, poorly fitted or top-dose-only effect, or another doubt; inactive = no such curve, though single readings can be large or run the other way
Target sequence (P18054 whole entry, looked up): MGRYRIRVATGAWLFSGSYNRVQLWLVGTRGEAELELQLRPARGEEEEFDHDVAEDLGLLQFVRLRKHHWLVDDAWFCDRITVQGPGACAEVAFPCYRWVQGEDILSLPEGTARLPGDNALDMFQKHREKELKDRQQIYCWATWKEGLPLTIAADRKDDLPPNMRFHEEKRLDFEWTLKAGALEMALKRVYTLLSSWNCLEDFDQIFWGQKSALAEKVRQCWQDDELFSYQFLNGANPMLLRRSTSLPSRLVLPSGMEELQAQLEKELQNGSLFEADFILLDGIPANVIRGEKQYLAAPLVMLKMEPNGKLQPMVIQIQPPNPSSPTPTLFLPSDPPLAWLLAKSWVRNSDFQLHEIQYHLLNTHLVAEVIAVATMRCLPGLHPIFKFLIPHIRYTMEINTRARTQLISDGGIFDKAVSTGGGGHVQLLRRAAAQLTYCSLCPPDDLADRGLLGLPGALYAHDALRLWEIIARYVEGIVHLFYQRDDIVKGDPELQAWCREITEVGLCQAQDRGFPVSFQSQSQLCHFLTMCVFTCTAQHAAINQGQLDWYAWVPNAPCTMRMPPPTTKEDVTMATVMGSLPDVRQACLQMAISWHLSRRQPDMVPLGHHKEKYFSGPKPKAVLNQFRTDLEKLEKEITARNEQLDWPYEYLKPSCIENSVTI
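Purified human 12hLO at 150 nM in 25 mM Hepes, 0.01% Triton X-100, pH 7.0, preincubated 15 min at room temperature with compound. Reaction started with 40 uM arachidonic acid, 30 min at room temperature. Hydroperoxide measured by Fe-xylenol orange, 573/405 nm absorbance ratio.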
The depositor's hits bear a star; ? = inconclusive; [ ] = dose if it differs, or a comment. % is set by controls: 0 for no effect and ±100 for the full control effect; potency is the fitted concentration of half-maximal effect. Some of the compounds tested. The share of hits here may be higher or lower than overall.

SMILES	ALOX12 inh
CC(SC(C)c1ccc(Cl)cc1)C(N)=O (stereo unspecified)	?
Cc1ccc(C)c(NC(=O)N2CC(n3cc(COc4ccccc4)nn3)C2)c1	8%
O=C(C1CC=CC1)N1CCC(N2C(=O)C(OCC3CC3)C23CCCCC3)CC1 (stereo unspecified)	41%
Cc1ccc(C)c(NC(=O)N2CCCC(c3noc(COc4ccccc4F)n3)C2)c1 (stereo unspecified)	-6%
CN1C(=O)C(c2ccccc2)CC12CCN(S(=O)(=O)N(C)C)CC2 (stereo unspecified)	1%
CN(C)c1ccc(CN[C@H]2CC(C)(C)[C@@H]3C[C@@](C)(O)CC[C@]23CCC(=O)N2CCOCC2)cc1	-1%
CCNC(=O)N(C1CC1)C1CCOC2(CCN(C(=O)NCc3ccccc3)CC2)C1 (stereo unspecified)	29%
CCN(Cc1cc2cc(C)ccc2[nH]c1=O)S(C)(=O)=O	-1%
C[C@H]1[C@@H]2[C@@H](O)[C@H]([C@H](C)C(=O)N3CCOCC3)CC[C@@]2(C)CC[C@@H]1NC(=O)c1cncnc1	11%
O=C(c1ccc2nc(-c3ccc(F)cc3)cn2c1)N1C[C@@H]2CCCN[C@@H]2C1	?
CCCc1noc(-c2cn(C3CCN(C(=O)c4ccc(N(C)C)cc4)CC3)nn2)n1	14%
CC(C)C[C@@H]1COc2cccc(N3CCC[C@H]3CO)c2S(=O)(=O)N1	-18%
N#Cc1nc(-c2ccc(COc3ccc4ccccc4c3)o2)oc1N1CCC(C(N)=O)CC1	?
CCCNC(=O)N1CCOC[C@H](Oc2ccc(C(F)(F)F)cn2)C1	-2%[176 µM]
CCn1ccc(C(=O)N2CCC(N3C[C@H](O)C[C@H]3C(=O)NCc3cccnc3)CC2)n1	52%
CCOc1cc(C2c3c(-c4c(C)cc(C)cc4O)n[nH]c3C(=O)N2CCO)ccc1O (stereo unspecified)	-3%
O=C(Nc1cccc(-c2nnc3n2CCCC3)c1)c1ccc(F)cc1	24%
O=C(NC(c1ccccc1)c1cccs1)c1ccccc1 (stereo unspecified)	-3%
COc1ccc(-n2nnnc2C2CCN(S(=O)(=O)c3ccccc3Cl)CC2)cc1	?
Cc1ccc(C)c(CN2CCc3nnc(CNC(=O)c4cc(C)oc4C)n3CC2)c1	30%
O=S1(=O)c2ccc(N3CCSCC3)cc2Oc2ccccc2CN1Cc1cn(Cc2ccccc2C(F)(F)F)nn1	17%
O=C1CC(c2ccccc2)N(C(=O)C2CC2)CCCN(S(=O)(=O)c2ccccc2)CCN1 (stereo unspecified)	5%
COc1ccc(-c2nc3c(c(=O)[nH]2)CCN(C(=O)c2ccccc2)C3)cc1	?
O=C(Nc1nn(-c2cccc(F)c2)c2cccc(N3CCOCC3)c12)C1CCC1	36%[activator]
COc1cc(C2CC(=O)Nc3nc(-c4ccccc4)[nH]c(=O)c32)cc(OC)c1O (stereo unspecified)	?
Cc1cccc(-c2ccc3c(c2)C(=O)N2CC[C@H](NC(=O)CCC(=O)O)[C@H]2C(=O)N3)c1C	35%
Cc1cccc(C)c1NC(=O)C(c1ccc(-c2ccccc2)cc1)n1c(=O)c(-c2cc3ccccc3[nH]2)nc2ccccc21 (stereo unspecified)	-4%
O=C(c1ccccc1Cl)N1CCCC2(C1)Nc1cccnc1NC2=NC1CCCC1 (stereo unspecified)	43%[activator]
O=C(NCCc1ccc(F)cc1)c1cc(-c2cccnc2)nc2ccccc12	-10%
O=C(Cn1cccc1-c1nc(-c2ccc3c(c2)OCO3)no1)Nc1ccc(F)c(F)c1	-12%
CCn1c2c(c(=O)n1Cc1ccccc1)CCN(Cc1nccs1)C2	5%[176 µM]
Cc1nc(-c2ccc(Cl)cc2)n(Cc2cc(F)cc(F)c2)c(=O)c1CCO	?
Cc1ccc(C)c(N2CCN(C(=O)Cn3cnc(S(=O)(=O)N4CCOCC4)c3)CC2)c1	0%
O=C(Cc1cccc(F)c1)N(Cc1ccco1)C1CC1	-2%
O=C(N[C@H]1CCN2C(=O)[C@@H](Cc3ccccc3)NC(=O)[C@H]12)c1cnccn1	41%[activator][176 µM]
CNC(=O)C(NC(=O)c1c(F)cccc1F)C(C)C (stereo unspecified)	-13%
Cc1cnc(NC(=O)C2CCN(c3ccc(C#N)cn3)CC2)s1	4%
COc1ccc(CNC(=O)c2cccc3cn[nH]c23)cc1	13%
N#Cc1ccc(CN2CCc3cc(S(=O)(=O)N4CCOCC4)ccc32)c(F)c1	16%
O=c1oc2cc(O)ccc2cc1-c1nc(-c2ccc3ccccc3c2)cs1	?
CCCCn1nc(C(=O)NC(C)c2ccc3c(c2)OCCO3)c2ccccc2c1=O (stereo unspecified)	-10%
N#C/C(=C\c1ccc2c3c(cccc13)CC2)c1nc2ccccc2[nH]1	?
COc1ccc2c(c1)CN(C1CCN(C)CC1)CC[C@H]1COC(=O)N21	59%[activator][176 µM]
CC(=O)OC(C(N)=O)C(OC(C)=O)C(N)=O (stereo unspecified)	6%
Cn1cc(C(=O)NCC2CN(C(=O)c3ccc(Oc4ccccc4)cc3)CC23CN(c2ccccc2)C3)cn1 (stereo unspecified)	4%
CCCCCCCCCCCCCC(=O)OCC(O)CO (stereo unspecified)	36%[activator][176 µM]
COCCOC(=O)C1=C(C)N=C2SC=C(CC(=O)NC3CC3)N2C1c1ccc(C)cc1C (stereo unspecified)	8%
COc1ccc2c(CNc3ccc(C)cc3)cc(=O)oc2c1	?
COC(=O)c1cccc(NC(=O)c2cnc(C)cn2)c1	47%
CCN(C(=O)Cn1c(=O)n(CC)c(=O)c2sccc21)c1ccccc1	?
CCC(=O)Oc1ccc(C(=O)Nc2ccc(-c3nc4cc(C)ccc4o3)cc2)cc1	23%
COc1ccc(C2=CC(c3ccc(OC)c(OC)c3)n3nnnc3N2)cc1 (stereo unspecified)	?
CCn1nc(C(C)C)cc1C(=O)N1CCc2onc(-c3cccc(F)c3)c2C1	23%
CN(CCOc1ccc(Br)cc1)C(=O)CSc1nnnn1C	0%
CCOc1ccccc1CNC(=O)[C@@]12CCCC[C@H]1N(CCOC)C(=O)CC2	27%
COc1ccccc1CC(=O)N1CCCc2ncc(C(=O)N(C)Cc3ccccc3)cc21	?
COC(=O)[C@]12C[C@H](CC(=O)NCc3cccs3)C(=O)N(CCc3ccc(OC)c(OC)c3)C1=C[C@H](C(C)(C)C)O[C@@H]2C	0%
O=C(NC1CCCCC1)[C@@H]1C[C@@H](O)CN1C1CCN(C(=O)C2CCC2)CC1	52%[activator]
CCCc1noc(-c2cccn3c(CNC(=O)c4cc(C)ccc4C)nnc23)n1	32%[activator]
CCN(c1ccc(-c2csc(C3CC3)n2)cc1)S(C)(=O)=O	6%

As a short view, some entries already given.
SMILES	ALOX12 inh
CCCCn1nc(C(=O)NC(C)c2ccc3c(c2)OCCO3)c2ccccc2c1=O (stereo unspecified)	-10%
N#C/C(=C\c1ccc2c3c(cccc13)CC2)c1nc2ccccc2[nH]1	?
COc1ccc2c(c1)CN(C1CCN(C)CC1)CC[C@H]1COC(=O)N21	59%[activator][176 µM]
CC(=O)OC(C(N)=O)C(OC(C)=O)C(N)=O (stereo unspecified)	6%
Cn1cc(C(=O)NCC2CN(C(=O)c3ccc(Oc4ccccc4)cc3)CC23CN(c2ccccc2)C3)cn1 (stereo unspecified)	4%
CCCCCCCCCCCCCC(=O)OCC(O)CO (stereo unspecified)	36%[activator][176 µM]
COCCOC(=O)C1=C(C)N=C2SC=C(CC(=O)NC3CC3)N2C1c1ccc(C)cc1C (stereo unspecified)	8%
COc1ccc2c(CNc3ccc(C)cc3)cc(=O)oc2c1	?
COC(=O)c1cccc(NC(=O)c2cnc(C)cn2)c1	47%
CCN(C(=O)Cn1c(=O)n(CC)c(=O)c2sccc21)c1ccccc1	?
CCC(=O)Oc1ccc(C(=O)Nc2ccc(-c3nc4cc(C)ccc4o3)cc2)cc1	23%
COc1ccc(C2=CC(c3ccc(OC)c(OC)c3)n3nnnc3N2)cc1 (stereo unspecified)	?
CCn1nc(C(C)C)cc1C(=O)N1CCc2onc(-c3cccc(F)c3)c2C1	23%
CN(CCOc1ccc(Br)cc1)C(=O)CSc1nnnn1C	0%
CCOc1ccccc1CNC(=O)[C@@]12CCCC[C@H]1N(CCOC)C(=O)CC2	27%

Another view of some results above:
SMILES,ALOX12 inh
COc1ccc(C2=CC(c3ccc(OC)c(OC)c3)n3nnnc3N2)cc1 (stereo unspecified),?
COCCOC(=O)C1=C(C)N=C2SC=C(CC(=O)NC3CC3)N2C1c1ccc(C)cc1C (stereo unspecified),8%

Going on with the list:
SMILES	ALOX12 inh
COc1ccccc1C(=O)N1CCC(n2cnnc2-c2ccccc2)C1 (stereo unspecified)	-10%
COc1ccc(-c2nc(C#N)c(NCCc3ccc(F)cc3)o2)cc1	-2%
COCCn1c(=O)c(-c2cccc(C#N)c2)nc2cnc(N3CCOCC3)nc21	?
COc1ccc(-c2nccn3cc(C(=O)NCc4nc5ccccc5n4C)nc23)cc1	-8%
COc1cc(OC)c(NC(=O)CCc2nnc(C(=O)Nc3ccc(C)cc3)s2)cc1Cl	2%
Fc1ccc(CNC(=S)Nc2ccc(Nc3ccccc3)cc2)cc1	?
Cc1nn2c(c1-c1ccccc1Oc1ccccc1)N(Cc1ccc(C(=O)O)s1)CCC2	?
O=C(Nc1cccc(F)c1)N1CCc2nnc(C3CC3)n2CC1	100%[activator]
COc1ccc(-c2nnc([C@H]3CCN(C(=O)C4CCCCC4)C3)o2)cc1	27%[176 µM]
CN(C)CCNC(=S)NC(c1ccc2c(c1)CCC2)c1cccs1 (stereo unspecified)	?
COc1ccc2[nH]c(C(=O)NCC(=O)Nc3ccc4c(c3)OCCO4)cc2c1OC	4%
COc1cc(NC(=O)N[C@H]2CO[C@H]3[C@@H]2OC[C@@H]3Nc2nccc(-c3ccc(N(C)C)cc3)n2)cc(OC)c1	?
CCC1CN(Cc2cccc3nccnc23)Cc2cc(OC)ccc2O1 (stereo unspecified)	0%
CCNC(=O)[C@@H]1C[C@H](n2cc(CN(C)C(=O)Nc3ccc(C)cc3)nn2)CN1	?
COc1cccc(NC(=O)CCc2ncc(-c3ccc(Cl)cc3)o2)c1	?
O=C(NC1CCCCCC1)c1ccc2c(c1)CC(=O)N2Cc1cccc(F)c1	15%
CCc1cc(C(=O)NCc2c(C)ncc3c2CCN(C(=O)C2=CCCC2)C3)no1	20%
CC(C)(O)CCc1cccc(C(=O)NC2CCN(S(C)(=O)=O)CC2)c1	22%
Cc1ccc(C)c(N2CCN(S(=O)(=O)c3c(C)nc4scc(C)n4c3=O)CC2)c1	1%
COCCN(CCOC)C(=O)c1cc(-c2cccs2)nc2ccccc12	?
CSc1ccc(NC(=O)C2CCCCC2)cc1	5%
O=C(NCC1COc2ccccc2O1)c1nn(Cc2ccccc2)c(=O)c2ccccc12 (stereo unspecified)	3%
CCOc1ccccc1Oc1coc2cc(OCC(=O)OC(C)(C)C)ccc2c1=O	-14%
CN(CCc1ccccn1)C(=O)CCC[C@@H]1[C@H]2CCCN3CCC[C@@H](CN1Cc1cccnc1)[C@@H]23	60%[activator]
O=C(OCc1ccc(COC(=O)c2ccccc2C(=O)c2ccccc2)cc1)c1ccccc1C(=O)c1ccccc1	-7%
COc1ccc2oc(=O)c(-c3csc(Nc4ccc(Cl)cc4)n3)cc2c1	?
CCCC(=O)Nc1cccc(NC(=O)c2cccc3c(Br)cccc23)c1	15%
CCNC(=O)C1N(C(C)C)C(=O)C12CCCCC2 (stereo unspecified)	51%[activator]
CN(C)Cc1nnc(-c2ccc(Br)o2)o1	1%
COc1ccc(/C=C(\NC(=O)c2ccc(OC)cc2)C(=O)OCCC(C)C)cc1	?
O=C(c1ccc(F)c(F)c1)N1CCN(C(=O)c2nnn3c2COC(c2ccc(Cl)cc2)C3)CC1 (stereo unspecified)	5%
COc1ccc(-c2csc3c2NC(=O)CC3c2ccc(OCC(N)=O)c(OC)c2)cc1 (stereo unspecified)	-4%
O=C(Cn1ccc2ccc(F)cc21)Nc1nnc(C2CC2)s1	5%
COc1ccccc1C(=O)NCc1nnc2c(-c3nc(C4CC4)no3)cccn12	0%
COc1ccccc1-c1cn2c(n1)CO[C@@H](CNCc1cccnc1)C2	19%[176 µM]
CN1CCc2c([nH]c3ccccc23)C12CCN(C(=O)c1ccc3ncccc3c1)CC2	-2%
O=C(O)c1cccc(CC2CCN(C(=O)c3ccc(Cn4cnnn4)cc3)C2)c1 (stereo unspecified)	7%
CCN(CC)[C@H]1[C@@H]2OC[C@@H](O2)[C@@H](NCc2ccc(N(C)C)cc2)[C@@H]1O	2%[176 µM]
CC(=O)c1c(C)[nH]c(C(=O)OC(C)c2nnc(-c3cccc(C)c3)o2)c1C (stereo unspecified)	?
O=C(CC1=CCCCC1)N1CC(F)(F)C[C@H]1c1nc(C2CC2)no1	17%
Cc1cccc(CNc2ccc3nnc(C)n3n2)c1	36%[activator]
Cn1c(CNC(=O)C2(C)CCCCC(=O)N2)nc2ccccc21 (stereo unspecified)	51%[activator]
Cc1ccc(NC(=O)CSc2ccc(N3CCC(C(=O)N4CCCCC4)CC3)nn2)cc1C	-14%
CCOc1cc(=O)n2c(c1C(=O)Nc1cc(OC)ccc1OC)CCCC2	-2%
CCCn1nc(C(=O)Nc2ncc(Cc3ccc(F)cc3)s2)ccc1=O	22%
Cn1cccc1C(=O)N1CCC2(CCCN(c3ccncc3)C2)CC1	-5%[57.4 µM]
Cc1c(C(=O)N2CC3CCC2C3)sc2ncnc(NCc3ccco3)c12 (stereo unspecified)	8%
COCCN(CCOC)CC[C@@H]1CC[C@H](O)[C@@H](C(=O)NC2CC2)O1	8%[176 µM]
CCn1c(SCC(=O)NCc2ccco2)nnc1-c1ccco1	5%
CCC(=O)N1C[C@@H](Oc2ccccc2)C[C@@H]1C(=O)NCCOC	38%[activator]
CC1(C)Cc2c(C#N)c(OCC(=O)Nc3cccc(Cl)c3)nc(N3CCOCC3)c2CO1	-9%
COc1ccc(Nc2cc3c(cn2)cc(-c2cccc(C(F)(F)F)c2)n3C)cc1	45µM*
CC(=O)Nc1ccc(CN2C(=O)OC3(CCN(Cc4ccc(C#N)cc4)CC3)C2(C)c2ccccc2)cc1 (stereo unspecified)	?
